Rpn11 inh – Rpn11 (human) deubiquitinase inhibition | O00487 | human 26S proteasome, Ub4-pepOG fluorescence polarization; 20S core pre-blocked with epoxomicin | calls only at 20 µM | 360,000 compounds, 0.59% hits;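 active = inhibition at 20 µM, scaled to each plate's controls, above about 33%, limit read from the data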
Tb MetRS inh – Trypanosoma brucei MetRS inhibition. AID 624268. purified T. brucei MetRS, ATP depletion, Kinase-Glo luminescence. inhibition, % at 11.9 µM. 360,000 compounds, 0.4% hits;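 active = inhibition above a per-plate cutoff of the control wells' mean inhibition plus 3 SD, cut at about 5.5% in these data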;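 note: 0% = DMSO wells median and 100% = median of wells with control inhibitor compound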
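Assay system: T. brucei methionyl-tRNA synthetase, purified | Medium: HEPES buffer with MgCl2, KCl, DTT, spermine, BSA, pyrophosphatase | Compound: 11.9 µM single point | Incubation: 15 min enzyme-compound preincubation, 2 h reaction, 10 min detection, 25 °C | Measured by: Kinase-Glo luciferase luminescence reporting remaining unconsumed ATP | Measure: % inhibition normalized to control-well medians | Replication: Singlicate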
PABP1 MLLE inh – blocks PAM2 peptide binding to the PABP1 MLLE domain; GST-MLLE / FITC-PAM2 fluorescence polarization; 360,000 compounds, 0.36% hits; AID 588489; inhibition, % at 20 µM; in the data active = inhibition above about 35%, passing the limit was not always enough;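 note: plate controls were DMSO wells with GST-MLLE for no effect and wells lacking GST-MLLE protein for full effect; some results filed as inactive read as strong as hits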
Target sequence (P11940 whole entry, looked up, the tested form may be a part): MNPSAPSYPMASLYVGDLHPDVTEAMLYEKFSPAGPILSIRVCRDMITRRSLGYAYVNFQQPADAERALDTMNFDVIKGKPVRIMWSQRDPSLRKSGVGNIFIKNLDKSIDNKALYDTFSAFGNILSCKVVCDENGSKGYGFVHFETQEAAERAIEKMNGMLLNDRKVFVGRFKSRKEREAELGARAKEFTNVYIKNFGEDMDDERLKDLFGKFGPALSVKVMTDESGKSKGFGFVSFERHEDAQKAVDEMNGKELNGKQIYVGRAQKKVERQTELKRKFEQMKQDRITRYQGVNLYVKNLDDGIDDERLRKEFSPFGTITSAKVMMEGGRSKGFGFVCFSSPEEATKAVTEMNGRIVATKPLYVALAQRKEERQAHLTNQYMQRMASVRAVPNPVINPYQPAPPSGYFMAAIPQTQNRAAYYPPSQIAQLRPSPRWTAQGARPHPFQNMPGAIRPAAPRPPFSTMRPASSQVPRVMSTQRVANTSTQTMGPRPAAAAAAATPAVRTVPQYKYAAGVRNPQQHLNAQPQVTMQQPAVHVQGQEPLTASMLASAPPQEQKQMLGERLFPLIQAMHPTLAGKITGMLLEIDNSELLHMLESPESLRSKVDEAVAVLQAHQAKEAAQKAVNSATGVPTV
DNMT1 block – inhibitors of human DNMT1 | inhibition (reported as % activation of signal), % at 10 µM | P26358 | DNMT1 molecular beacon, Hinp1I cleavage, fluorescence | 360,000 compounds, 0.83% hits; in the data active = inhibition above about 50%
SUMO1 PPI mod – alters human SUMO1 binding to SIM partners. P63165. SUMO1 binding to a labelled peptide, TR-FRET, 1 h. inhibition, % at 20 µM. 360,000 compounds, 0.33% hits; in the data active = inhibition above about 37%
Target sequence (P63165 whole entry, looked up): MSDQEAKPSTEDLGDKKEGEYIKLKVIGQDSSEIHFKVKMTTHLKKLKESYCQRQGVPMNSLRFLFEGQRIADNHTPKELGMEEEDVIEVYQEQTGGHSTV
LMPTP block – blocks human LMPTP phosphatase; recombinant LMPTP-A, OMFP fluorogenic substrate, fluorescence intensity; inhibition, % at 20 µM; 360,000 compounds, 0.22% hits;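 active = compounds that cut the enzyme signal by at least half of the control window in the single-dose screen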;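 note: plate controls were DMSO wells with enzyme plus substrate for no effect and substrate without enzyme for full effect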
Target sequence (P24666 whole entry, looked up): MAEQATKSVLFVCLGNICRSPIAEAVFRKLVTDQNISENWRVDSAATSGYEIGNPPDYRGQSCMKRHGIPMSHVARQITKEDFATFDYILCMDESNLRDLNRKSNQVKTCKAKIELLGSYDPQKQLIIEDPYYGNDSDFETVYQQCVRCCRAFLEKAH
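Assay system: LMPTP-A, protein tyrosine phosphatase of low molecular weight / Medium: pH 6.0 Bis-Tris buffer with DTT and Triton X-100 / Schedule: 50 min enzyme reaction at room temperature, protected from light / Measured by: endpoint fluorescence intensity from OMFP dephosphorylation / Read-out basis: % inhibition relative to no-enzyme and uninhibited control wells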
Scp1 inh – Scp-1 (human) phosphatase inhibition; Q9GZU7; Recombinant Scp1, phosphopeptide, malachite green phosphate absorbance; inhibition, % at 20 µM; 340,000 compounds, 0.88% hits; AID 493091;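 active = inhibition above about 50% at 20 µM, limit read from the data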;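 note: plate controls were DMSO wells with enzyme for no effect and wells lacking enzyme for full effect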
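assay system = SCP-1 phosphatase catalytic domain, residues 76-261 | buffer or medium = 50 mM Tris acetate pH 5.5, 0.005% Tween-20, 10 mM MgCl2 | incubation = enzyme reaction 45 min at room temperature, colour 5 min, stabilisation 30 min | signal = Phosphate-binding colour reagent, absorbance read at 630 nm | measure = % inhibition at 20 µM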
CSN deneddyl inh – inhibitors of human CSN-mediated cullin deneddylation | Q92905 | Purified CSN, SCF-Nedd8-OG deneddylation, fluorescence polarization | inhibition, % at 12.5 µM | 360,000 compounds, 0.38% hits;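 active = pattern-corrected inhibition above about 35%, with an unprinted fluorescence ratio check between 0.5 and 1.5, limit read from the data, passing the limit was not always enough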;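 note: 0% = enzyme with substrate and 100% = substrate without enzyme; some results filed as inactive read as strong as hits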
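Assay system: HEK293T-derived human Csn5 enzyme; quantity: 0.24 nM enzyme; medium: Tris/NaCl/DTT buffer, pH 7.5; also added: substrate SCFSkp2-Nedd8OG, 10 nM; doses: 12.5 µM compound; schedule: 90 min reaction at room temperature; signal: FP; read-out: % inhibition of substrate cleavage by Csn5; benchmarks: substrate-only high control, full reaction low control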
NadD inh – NadD (S. aureus) enzyme inhibition; AID 602399; purified NadD enzyme, colorimetric absorbance read-out; 360,000 compounds, 0.78% hits; inhibition, % at 20 µM; in the data active = inhibition above about 26%; note: some compounds past the cut are filed as inactive
STEP block – STEP (human) phosphatase inhibition; P54829; recombinant STEP, OMFP fluorogenic substrate, fluorescence; inhibition, % at 20 µM; 360,000 compounds, 0.25% hits; AID 588621;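 active = inhibition at 20 µM, scaled per plate between control wells, above about 37%, limit read from the data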;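 note: 0% = DMSO with enzyme and substrate and 100% = substrate only without enzyme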
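Assay system: isolated STEP enzyme / Timing: 20 min at room temperature, dark / Doses: 20 µM, 1% DMSO / Technique: fluorescence intensity, excitation 480 nm, emission 540 nm / Reagent: fluorogenic phosphatase substrate OMFP at 25 µM final / Measure: percent inhibition scaled to no-enzyme and uninhibited-enzyme controls, plate-pattern corrected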
* marks the source's active call; other numbers are inactive results.

What do the screens show for `COCc1ccc(C(=O)N2CCCC(CCC(=O)NCc3ccccc3F)C2)o1` (centres undefined)?
Rpn11 inh: inactive; Tb MetRS inh: -0.9; PABP1 MLLE inh: -2.3; DNMT1 block: 3.2; SUMO1 PPI mod: -4.7; LMPTP block: -1.5; Scp1 inh: 5.4; CSN deneddyl inh: -3.8; NadD inh: 1.9; STEP block: 1.0

How did CCCCCC(=O)NNC1CC(=O)N(c2ccccc2)C1=O (centres undefined) do in these assays?
Rpn11 inh: inactive; Tb MetRS inh: -0.5; PABP1 MLLE inh: -6.4; DNMT1 block: -3.7; SUMO1 PPI mod: -0.5; LMPTP block: -0.2; Scp1 inh: -16.9; CSN deneddyl inh: -3.5; NadD inh: -1.7; STEP block: -0.7

How did O=C(c1ccc(NS(=O)(=O)/C=C/c2ccccc2)cc1)N1CCCCC1 do in these assays?
Rpn11 inh: inactive; Tb MetRS inh: -0.1; PABP1 MLLE inh: -9.5; DNMT1 block: 4.3; SUMO1 PPI mod: 5.7; LMPTP block: -1.6; Scp1 inh: -4.9; CSN deneddyl inh: -0.9; NadD inh: -1.2; STEP block: -2.0

How did Cn1nnc(C(O)CNCc2ccc(Cl)cc2)n1 (centres undefined) do in these assays?
Rpn11 inh: inactive; Tb MetRS inh: -1.0; PABP1 MLLE inh: 8.6; DNMT1 block: 6.9; SUMO1 PPI mod: -2.3; LMPTP block: -0.5; Scp1 inh: 1.8; CSN deneddyl inh: 0.5; NadD inh: 0.7; STEP block: -3.0

How did COc1ccc(CNCCS(=O)(=O)NC2CCCC2)cc1 do in these assays?
Rpn11 inh: inactive; Tb MetRS inh: 0.1; PABP1 MLLE inh: -7.9; DNMT1 block: 4.3; SUMO1 PPI mod: 3.7; LMPTP block: -0.6; Scp1 inh: -4.0; CSN deneddyl inh: 2.3; NadD inh: 3.1; STEP block: -3.0

How did Cc1ccc(C(=O)NNC(=O)CCC(=O)Nc2cccc(Cl)c2C)cc1 do in these assays?
Rpn11 inh: inactive; Tb MetRS inh: 0.9; PABP1 MLLE inh: 2.8; DNMT1 block: 0.5; SUMO1 PPI mod: 0.0; LMPTP block: 0.0; Scp1 inh: -1.2; CSN deneddyl inh: -8.0; NadD inh: 1.2; STEP block: -1.6

Results for CC(Sc1ccccc1)C(=O)NCCc1ccccc1 (centres undefined) ?
Rpn11 inh: inactive; Tb MetRS inh: -0.3; PABP1 MLLE inh: -6.8; DNMT1 block: 2.9; SUMO1 PPI mod: -2.4; LMPTP block: -0.7; Scp1 inh: -6.5; CSN deneddyl inh: 50.5*; NadD inh: -1.1; STEP block: 1.3

What do the screens show for `Fc1cccc(Cc2c(-c3ccco3)nc3c4ccccc4ccn23)c1`?
Rpn11 inh: inactive; Tb MetRS inh: -0.5; PABP1 MLLE inh: -13.6; DNMT1 block: -20.8; SUMO1 PPI mod: 13.0; LMPTP block: 4.0; CSN deneddyl inh: 49.0*; NadD inh: 8.3; STEP block: -1.5

What do the screens show for `O=C(O)CSc1nnc(-c2ccc(S(=O)(=O)N3CCCC3)cc2)n1Cc1ccco1`?
Rpn11 inh: inactive; Tb MetRS inh: 0.1; PABP1 MLLE inh: -14.9; DNMT1 block: 0.4; SUMO1 PPI mod: 0.2; LMPTP block: -2.2; Scp1 inh: 2.9; CSN deneddyl inh: 2.7; NadD inh: -4.1; STEP block: -2.3

How did COc1ccc2cnnc(SCC(=O)Nc3ccc(C(=O)O)cc3)c2c1OC do in these assays?
Rpn11 inh: inactive; Tb MetRS inh: -0.5; PABP1 MLLE inh: 28.9; DNMT1 block: 1.5; SUMO1 PPI mod: 9.3; LMPTP block: 0.2; Scp1 inh: -2.7; CSN deneddyl inh: -14.2; NadD inh: 6.1; STEP block: -0.2

What do the screens show for `CCOc1ccc(NC2c3ccccc3C(=O)N2Cc2ccc3c(c2)OCO3)cc1` (centres undefined)?
Rpn11 inh: inactive; Tb MetRS inh: -0.5; PABP1 MLLE inh: 4.9; DNMT1 block: -0.9; SUMO1 PPI mod: 0.9; LMPTP block: 1.4; Scp1 inh: 2.4; CSN deneddyl inh: 2.7; NadD inh: 0.5; STEP block: -1.5

How did COc1cc(OC)c(NC(=O)N2CCOCC2)cc1Cl do in these assays?
Rpn11 inh: inactive; Tb MetRS inh: -0.5; PABP1 MLLE inh: -11.4; DNMT1 block: -2.4; SUMO1 PPI mod: 0.7; LMPTP block: -2.4; Scp1 inh: -4.5; CSN deneddyl inh: 4.5; NadD inh: -3.5; STEP block: 0.8

How did O=C1N=c2ccccc2=C1c1sc(Nc2ccc(O)cc2)nc1O do in these assays?
Rpn11 inh: inactive; Tb MetRS inh: 1.0; PABP1 MLLE inh: 17.9; DNMT1 block: -0.7; SUMO1 PPI mod: 3.5; LMPTP block: 75.6*; Scp1 inh: 80.0*; CSN deneddyl inh: 27.5; NadD inh: 32.8*; STEP block: 42.0*

Results for CC(=Nc1ccc(Br)cc1)c1sc2ccccc2c1O ?
Rpn11 inh: inactive; Tb MetRS inh: 0.4; PABP1 MLLE inh: -62.1; DNMT1 block: 2.7; SUMO1 PPI mod: -7.4; LMPTP block: 3.2; Scp1 inh: -12.6; CSN deneddyl inh: 7.0; NadD inh: -2.8; STEP block: -0.2

What do the screens show for `O=C(CCC(=O)Nc1ccc(F)cc1)N/N=C/c1c[nH]c2ccccc12`?
Rpn11 inh: inactive; Tb MetRS inh: 0.3; PABP1 MLLE inh: 13.1; DNMT1 block: 1.8; SUMO1 PPI mod: -4.0; LMPTP block: 0.7; Scp1 inh: -6.7; CSN deneddyl inh: -1.6; NadD inh: -0.8; STEP block: -3.3

What do the screens show for `Cc1ccccc1OCC(=O)NCCCNC(=O)c1ccco1`?
Rpn11 inh: inactive; Tb MetRS inh: -0.5; PABP1 MLLE inh: 6.8; DNMT1 block: -1.2; SUMO1 PPI mod: 1.3; LMPTP block: -1.2; Scp1 inh: -5.5; CSN deneddyl inh: 1.9; NadD inh: -3.8; STEP block: 0.9

Results for O=C(NN1CCOCC1)c1ccc(Cl)cc1 ?
Rpn11 inh: inactive; Tb MetRS inh: -0.5; PABP1 MLLE inh: 18.6; DNMT1 block: 0.0; SUMO1 PPI mod: 1.3; LMPTP block: -3.0; Scp1 inh: -6.5; CSN deneddyl inh: 3.3; NadD inh: -2.9; STEP block: 1.3

Results for COc1ccc(C(Nc2cc(C)ccn2)c2ccc3ccc(C)nc3c2O)cc1 (centres undefined) ?
Rpn11 inh: inactive; Tb MetRS inh: -0.8; PABP1 MLLE inh: 18.0; DNMT1 block: -6.4; SUMO1 PPI mod: -4.7; LMPTP block: 8.7; Scp1 inh: -18.8; CSN deneddyl inh: -0.4; NadD inh: 7.4; STEP block: 4.9

Results for Cc1cccc(NC(=O)Cc2noc3ccccc23)c1 ?
Rpn11 inh: inactive; Tb MetRS inh: 0.1; PABP1 MLLE inh: -14.3; DNMT1 block: 0.3; SUMO1 PPI mod: -3.6; LMPTP block: -0.2; Scp1 inh: -7.0; CSN deneddyl inh: 0.1; NadD inh: 0.5; STEP block: 2.1

What do the screens show for `O=C1C2C3C=CC(C4CC34)C2C(=O)N1CCCCN1CCN(c2ccc(F)cc2)CC1` (centres undefined)?
Rpn11 inh: inactive; Tb MetRS inh: -0.5; PABP1 MLLE inh: 3.1; DNMT1 block: 0.8; SUMO1 PPI mod: 1.4; LMPTP block: -0.8; Scp1 inh: -10.8; CSN deneddyl inh: 2.2; NadD inh: -5.7; STEP block: -2.5

What do the screens show for `CN(C(=S)NC(=O)c1ccccc1)C1CCCCC1`?
Rpn11 inh: inactive; Tb MetRS inh: 0.5; PABP1 MLLE inh: 17.5; DNMT1 block: -1.2; SUMO1 PPI mod: 6.3; LMPTP block: 0.2; Scp1 inh: -2.0; CSN deneddyl inh: 46.2*; NadD inh: 6.5; STEP block: -2.7

What do the screens show for `CCOC(=O)c1c(N2C(=O)C3CC(C)=C(C)CC3C2=O)sc(C)c1C` (centres undefined)?
Rpn11 inh: inactive; Tb MetRS inh: -1.1; PABP1 MLLE inh: -9.6; DNMT1 block: 1.0; SUMO1 PPI mod: -4.2; LMPTP block: -1.4; Scp1 inh: -3.8; CSN deneddyl inh: 0.1; NadD inh: -1.6; STEP block: -4.9

How did CCC1CCCCN1C(=O)COC(=O)c1n[nH]c2ccccc12 (centres undefined) do in these assays?
Rpn11 inh: inactive; Tb MetRS inh: -0.7; PABP1 MLLE inh: 1.0; DNMT1 block: -0.9; SUMO1 PPI mod: -1.9; LMPTP block: -1.9; Scp1 inh: -0.3; CSN deneddyl inh: -3.0; NadD inh: -5.3; STEP block: -0.4

What do the screens show for `O=C(CC1SC(=NC2CCCCC2)NC1=O)Nc1ccccc1` (centres undefined)?
Rpn11 inh: inactive; Tb MetRS inh: -0.6; PABP1 MLLE inh: -21.8; DNMT1 block: -3.1; SUMO1 PPI mod: 4.1; LMPTP block: -0.6; Scp1 inh: -6.6; CSN deneddyl inh: -0.5; NadD inh: 4.2; STEP block: -2.3

Results for COc1ccc(C)cc1NS(=O)(=O)c1ccccc1 ?
Rpn11 inh: inactive; Tb MetRS inh: -0.2; PABP1 MLLE inh: -2.3; DNMT1 block: -2.8; SUMO1 PPI mod: -5.7; LMPTP block: -2.5; Scp1 inh: -5.0; CSN deneddyl inh: 0.7; NadD inh: -5.3; STEP block: 1.7

How did Cc1occc1C(=O)N1CCCC(Nc2ccc(F)cc2)C1 (centres undefined) do in these assays?
Rpn11 inh: inactive; Tb MetRS inh: -0.1; PABP1 MLLE inh: -8.6; DNMT1 block: 1.7; SUMO1 PPI mod: 4.1; LMPTP block: -1.2; Scp1 inh: -8.0; CSN deneddyl inh: 1.5; NadD inh: -0.2; STEP block: -1.8

What do the screens show for `Cc1cccc(-n2c(C)cc(/C=C3/C(=N)N4C(c5ccccc5)=CSC4=NC3=O)c2C)c1`?
Rpn11 inh: active; Tb MetRS inh: -0.2; PABP1 MLLE inh: -8.1; DNMT1 block: -4.0; SUMO1 PPI mod: 1.9; LMPTP block: 1.3; Scp1 inh: -4.6; CSN deneddyl inh: 2.2; NadD inh: 17.1; STEP block: 1.4

Screens as filed in PubChem.
